Source: PubChem BioAssay
WT yeast gro inh – growth inhibition of WT yeast, mitochondrial fusion screen | mitochondrial fusion phenotypic screen, WT strain | inhibition, % at 10 µM | 2.1% of 190,000 active | AID 1362; in the data active = inhibition above about 58%; tested in S. cerevisiae
Dynein cargo inh – dynein cargo transport inhibition; 0.47% of 220,000 active; AID 1381; z-score, hits read low; 3617.4 mouse cells, GR-EGFP nuclear translocation imaging; test concentration mostly 20 µM; stimulated with dexamethasone, 1 µM; active compounds read low;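 active = plate z-score of nuclear minus cytoplasmic receptor signal below a set negative limit, without overly bright fluorescence or cell loss, cut at about -3.5 in these data, passing the limit was not always enough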;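 also: z-score of nuclear minus cytoplasmic ring GR-EGFP intensity difference per well; some compounds called inactive have numbers as strong as hits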
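Also added: dexamethasone, 1.0 µM final. Medium: tet-free, stripped-serum medium. Detection: fixed, Hoechst-stained cells imaged at 10x for EGFP. Read-out: nuclear-to-cytoplasmic GR-EGFP distribution per well. Times: induction 48 h, compound 1 h, agonist 30 min.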
Autophagy mod – autophagy modulation, high-content screen. AID 463193. calls only at 10 µM (by protocol). 0.98% of 190,000 active. MEF GFP-LC3 puncta imaging; test concentration mostly 10 µM;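 active = percentage of spot-positive cells more than 3 SD above its plate mean, without a fluorescence outlier flag or 80% toxicity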;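 also: spot-positive cell cutoff set from DMSO-treated cells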
M17LAP inhibition – P. falciparum M17LAP inhibitors, primary screen, biochemical, fluorogenic H-Leu-NHMec substrate, 1536-well (AID 1619); recombinant M17LAP, H-Leu-NHMec fluorogenic kinetic assay; higher % means a stronger effect; one-dose inhibition, % at 30 µM; IC50 in µM for titrated hits; 0.38% of 220,000 active;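 active = compound inhibiting the enzyme by more than half at any dose during confirmatory dose-response retesting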;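 also: plate controls were full reaction with DMSO carrier for no effect and no enzyme background for full effect; strong numbers were not always called active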
bCat nuc transl – alters nuclear translocation of beta-catenin in HeLa cells | immunofluorescence imaging | nuclear translocation activity, % at 5 µM | 0.3% of 190,000 active | AID 1665;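 active = nuclear translocation activity above 50% at 5 µM, with a well cell count of 50 or more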;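 also: per-cell ratio of nuclear to cytoplasmic median beta-catenin stain intensity; plate controls were DMSO negative control for no effect and GSK-3 inhibitor IX positive control for full effect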
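Signal – beta-catenin immunofluorescence imaging with DAPI · Test system – human HeLa cell line · Dosing – 5 µM primary single dose, 0.1% DMSO, 0.02–20 µM confirmation series · Measure – % activation, nuclear-to-cytoplasmic median beta-catenin signal ratio per cell · Incubation – 24 h compound exposure at 37°C, 5% CO2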
MT stabilizer – microtubule stabilization, imaging screen; AID 2205; % tubulin-high responders, % at 10 µM; HeLa tubulin immunostaining HCS, 24 h; share of cells brighter than vehicle mean+2SD; 0.83% of 200,000 active;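 active = plate Z-score above 3 for both tubulin-high and condensed-nucleus cell shares, with cell loss under 80%, at 10 µM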;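 also: anti alpha tubulin signal scored within the nucleus-defined area of each cell; some results filed as inactive read as strong as hits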
P. falciparum M1AAP – P. falciparum M1AAP inhibitors, biochemical, fluorogenic H-Leu-NHMec substrate, 1536-well (AID 1445). recombinant M1AAP, H-Leu-NHMec fluorogenic kinetic assay; higher % means a stronger effect. one-dose inhibition, % at 30 µM; IC50 in µM for titrated hits. 0.42% of 220,000 active;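 active = primary inhibition above the hit cutoff, then over 50% inhibition at one or more dose response concentrations, cut at about 23% in these data, passing the limit was not always enough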;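 also: plate controls were DMSO full reaction for no effect and no enzyme background for full effect; strong numbers were not always called active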
T cell modulator – T cell immune modulation candidate; 2C CD8+ T cell-vesicle binding, flow cytometry; active compounds read low; calls only at 7 µM; 0.068% of 330,000 active; AID 2052;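 active = response, share of CD8 T cells binding vesicles, and their 90th percentile fluorescence all below set limits, cut at about 80% in these data, passing the limit was not always enough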
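Material: murine 2C transgenic CD8+ T lymphocytes / Also added: QL9-peptide-loaded Drosophila micro-vesicles bearing Ld, ICAM-1 and B7-1 / Schedule: binding step 1.5 h, 37 °C, antibody labelling 20 min, ice / Signal: flow cytometry, PE anti-B7-1 (FL2) versus Alexa647 anti-CD8 (FL8), PFA-fixed / Evaluation: percent CD8+ FL2 mean versus row control / Benchmarks: naked versus QL9-loaded vesicles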
Yfh1-depleted yeast – mitochondrial function rescue without frataxin homolog – Friedreich's ataxia, plus single-dose screen, dose response (AID 1465); S. cerevisiae Yfh1-off respiration, WST-1 reduction, 72 h; higher fold induction means a stronger effect; fold induction at 50 µM, or EC50 in µM where a hit was titrated; 0.074% of 220,000 active;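 active = fold induction of absorbance versus untreated yeast above a set limit, then at least 30% activation at any dose in follow-up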;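 also: activators that raise dye reduction in frataxin-depleted yeast; strong numbers were not always called active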
WT yeast gro inh mutant strain – second read-out of WT yeast gro inh, no call of its own (marks repeat the call); inhibition, %; mitochondrial fusion phenotypic screen, mutant strain inhibition
Dynein cargo inh cytoplasmic EGFP – further read-out of Dynein cargo inh, marked with its call; z-score; measured here: cytoplasmic GR-EGFP intensity; active compounds read high
Dynein cargo inh nuclear GR-EGFP – further read-out of Dynein cargo inh, marked with its call; z-score; measured here: nuclear GR-EGFP intensity;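 lower value marks the stronger effect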
Dynein cargo inh cell count – recorded beside Dynein cargo inh, whose call it bears; z-score; measured here: cell count per field
bCat nuc transl cell count 5 µM – recorded beside bCat nuc transl, whose call it bears; cell count; measured here: cell count, cytotoxicity flag
T cell modulator vesicle-bound % – also measured in T cell modulator; calls as there; double positive events, %; measured here: CD8+ vesicle-bound cell fraction;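 binding gate set so that unloaded-vesicle control wells show 10% double positive cells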
MT stabilizer Hoechst-high % – second read-out of MT stabilizer, no call of its own (marks repeat the call); % Hoechst-high responders; measured here: nuclear condensation Hoechst responders;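 share of cells brighter than vehicle mean plus two SD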
MT stabilizer cytotoxicity % – further read-out of MT stabilizer, marked with its call; toxicity, %; measured here: cytotoxicity by cell density;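 0% = mean cell density of plate MIN control wells and 100% = no cells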
Autophagy mod cell loss 18 h – second read-out of Autophagy mod, no call of its own (marks repeat the call); toxicity, %; measured here: cell loss, nuclei count;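 cell loss after 18 h compound exposure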
Active calls of the source: *; i = inactive; nt = not tested or not shown. Hits appear at their usual frequency; any-hit rate near 4.4%.

Values in the order: WT yeast gro inh | WT yeast gro inh mutant strain | Dynein cargo inh | Dynein cargo inh cytoplasmic EGFP | Dynein cargo inh nuclear GR-EGFP | Dynein cargo inh cell count | Autophagy mod | Autophagy mod cell loss 18 h | M17LAP inhibition | bCat nuc transl | bCat nuc transl cell count 5 µM | MT stabilizer | MT stabilizer Hoechst-high % | MT stabilizer cytotoxicity % | P. falciparum M1AAP | T cell modulator | T cell modulator vesicle-bound % | Yfh1-depleted yeast
Cc1cc(Cl)ccc1OCC(=O)NNC(=O)c1cnccn1
  -3 | 12 | 0.76 | 0.035 | 0.61 | -0.11 | i | -20 | 5% | 0.3 | 1090 | 2.0 | 1.2 | 2.2 | 11% | i | 37 | i
COc1ccc(Cn2nnc3c(=O)[nH]c(C4CCN(C(=O)c5ccccc5Cl)CC4)nc32)cc1
  94* | 35* | -0.099 | -0.34 | 0.095 | 0.36 | i | -1 | -1% | -1.6 | 1339 | 3.8 | 3.9 | 7.2 | 3% | i | 28 | i
CCOC(=O)CNc1nc(Cl)nc(Nc2ccc(Cl)cc2)n1
  nt | nt | 0.64 | -0.16 | 1.2 | -1.3 | nt | nt | -9% | -0.7 | 1358 | nt | nt | nt | -1% | i | 30 | i
CCSc1nnc(NC(=O)Nc2cccc(C)c2)s1
  nt | nt | 0.035 | -0.26 | -0.032 | -0.46 | nt | nt | -6% | -3.3 | 1178 | nt | nt | nt | 1% | i | 34 | i
COc1cccc(CNc2nc3ccccc3n2CCN2CCCCC2)c1OC
  4 | -5 | -0.15 | -0.25 | 0.45 | -0.49 | i | 9 | 7% | 3.9 | 1030 | 2.8 | 2.4 | 24 | 6% | i | 65 | i
Cc1nn(C)cc1C(C(=O)NC1CCCCC1)N(C(=O)Cc1cccs1)c1ccc(Cl)cc1 (stereo unspecified)
  9 | 9 | -0.75 | -0.12 | -0.66 | 0.48 | i | -6 | -3% | nt | nt | 3.9 | 3.4 | 4.0 | -4% | i | 26 | i
CC(=O)Nc1ccc(S(=O)(=O)NNC(=O)C(=O)NNc2ccccn2)cc1
  nt | nt | -0.49 | -0.29 | -0.64 | 1.2 | nt | nt | 16% | -1.1 | 1090 | nt | nt | nt | 1% | i | 48 | i
CCOC(=O)c1ccc[n+](CC(=O)Nc2cc(C(F)(F)F)ccc2Cl)c1
  -14 | 4 | -0.16 | -0.27 | 0.21 | 0.11 | i | -1 | -4% | -1.4 | 1041 | 5.0 | 2.1 | 8.7 | 5% | i | 57 | i
COCCn1nnnc1C(c1ccc(OC)cc1)N1CCN(c2ccccc2F)CC1 (stereo unspecified)
  32 | 4 | -0.3 | -0.23 | 0.032 | 0.43 | i | -6 | 1% | 0.9 | 1090 | 2.3 | 4.1 | 7.7 | -4% | i | 44 | i
O=C(OCc1cc([N+](=O)[O-])cc2c1OCOC2)c1ccccn1
  5 | -12 | -0.65 | -0.21 | -0.61 | 0.63 | i | -11 | 4% | 0.0 | 973 | 2.4 | 1.8 | 2.6 | -3% | i | 20 | i
CCC(C)N(C(=O)COC(=O)Cc1n[nH]c(=O)c2ccccc12)C1CCS(=O)(=O)C1 (stereo unspecified)
  8 | 12 | -0.65 | -0.21 | -0.019 | 0.64 | i | 4 | -9% | -4.2 | 911 | 2.9 | 2.0 | 7.2 | 10% | i | 24 | i
Cc1ccc(-c2csc(NC(=O)CCNC(=O)c3ccc(Cl)cc3)n2)cc1
  0 | 4 | 0.13 | -0.22 | 0.3 | 0.15 | i | -30 | -3% | 0.3 | 1494 | 2.1 | 2.3 | 3.5 | 1% | i | 50 | i
Cc1ccc(CC(=O)NCCS(=O)c2ccc(Cl)cc2)cc1 (stereo unspecified)
  -10 | -1 | -0.25 | -0.14 | -0.31 | 0.76 | i | 2 | 0% | 2.2 | 1402 | 0.6 | 0.9 | 9.2 | -2% | i | 37 | i
C/C(N)=C(/C#N)C(=O)CSc1nnc(Cc2ccccc2F)n1N
  45 | -1 | 0.37 | -0.18 | -0.44 | -0.96 | i | 30 | -2% | -6.6 | 1341 | 3.9 | 3.5 | 6.2 | 7% | i | 28 | i
O=Cc1ccc2noc(-c3ccc(F)cc3)c2c1
  -9 | -21 | 0.72 | -0.21 | 0.54 | -0.15 | i | 9 | 9% | -2.0 | 1250 | 2.1 | 1.2 | 2.2 | -1% | i | 38 | i
Cc1ccc(S(=O)(=O)N2CCSC2)cc1C
  7 | 57 | -0.047 | -0.27 | 0.21 | 0.74 | i | 0 | -1% | 0.3 | 1231 | 2.3 | 0.9 | 5.5 | 3% | i | 7 | i
COC(=O)c1sccc1NC(=O)CSCCc1ccccn1
  10 | 1 | 0.56 | -0.02 | 0.7 | -1.9 | i | 15 | 1% | -0.8 | 1177 | 2.0 | 1.8 | 2.4 | 4% | i | 31 | i
C=C1c2cc(C)ccc2NC(=O)N1c1ccc(C)cc1
  19 | 34 | 0.0073 | -0.2 | 0.14 | 0.63 | i | -4 | 8% | 2.4 | 994 | 1.1 | 1.1 | 4.4 | 2% | i | 35 | i
CCC(CC)C(=O)Nc1cc(OC)c(OC)cc1C(=O)O
  -18 | -43 | 0.15 | -0.24 | -0.12 | 0.57 | i | -3 | 2% | nt | nt | 2.6 | 1.6 | 2.1 | 1% | i | 38 | i
CCSc1nnc([C@H](C)NC(=O)OC(C)(C)C)o1
  -10 | 0 | -0.76 | -0.21 | -0.081 | 0.35 | i | 2 | 0% | -2.5 | 1081 | 3.5 | 3.0 | 6.2 | -5% | i | 38 | i
Cn1c(=O)n(C)c2cc(NS(=O)(=O)c3cccs3)ccc21
  -19 | 4 | -0.54 | -0.28 | -0.27 | 0.77 | i | 24 | 5% | 0.0 | 1065 | 2.4 | 1.5 | 7.2 | 6% | i | 60 | i
COC(=O)C(NS(C)(=O)=O)(c1c(C)[nH]c2ccccc12)C(F)(F)F (stereo unspecified)
  1 | -9 | 0.87 | -0.23 | 0.43 | 0.18 | i | -10 | 5% | -1.9 | 934 | 5.1 | 2.6 | 5.4 | -3% | i | 45 | nt
Cc1ccc(N(CC(=O)N2CCCCC2)S(=O)(=O)c2ccc(C)cc2)cc1
  15 | -9 | -0.71 | -0.22 | -0.4 | 0.4 | i | 6 | 0% | -0.2 | 1598 | 4.2 | 3.7 | 9.4 | 13% | i | 29 | i
COc1ccc(/C=N/NC(=O)c2ccco2)cc1Cn1nc(C)c([N+](=O)[O-])c1C
  -3 | 6 | 1.1 | -0.2 | 0.53 | -0.0049 | i | -30 | -4% | 0.0 | 1080 | 4.1 | 1.6 | 2.5 | 8% | i | 58 | i
CCCCCC1C/C(=N\O)C=C(C)C1C(=O)OC (stereo unspecified)
  nt | nt | -0.57 | -0.23 | 0.35 | -0.61 | nt | nt | 20% | -0.3 | 1283 | nt | nt | nt | 6% | i | 21 | i

Compound profiles (already shown).
COCCn1nnnc1C(c1ccc(OC)cc1)N1CCN(c2ccccc2F)CC1 (stereo unspecified) in the list: WT yeast gro inh: 32; WT yeast gro inh mutant strain: 4; Dynein cargo inh: -0.3; Dynein cargo inh cytoplasmic EGFP: -0.23; Dynein cargo inh nuclear GR-EGFP: 0.032; Dynein cargo inh cell count: 0.43; Autophagy mod: i; Autophagy mod cell loss 18 h: -6; M17LAP inhibition: 1%; bCat nuc transl: 0.9; bCat nuc transl cell count 5 µM: 1090; MT stabilizer: 2.3; MT stabilizer Hoechst-high %: 4.1; MT stabilizer cytotoxicity %: 7.7; P. falciparum M1AAP: -4%; T cell modulator: i; T cell modulator vesicle-bound %: 44; Yfh1-depleted yeast: i
Cc1ccc(N(CC(=O)N2CCCCC2)S(=O)(=O)c2ccc(C)cc2)cc1 in the list: WT yeast gro inh: 15; WT yeast gro inh mutant strain: -9; Dynein cargo inh: -0.71; Dynein cargo inh cytoplasmic EGFP: -0.22; Dynein cargo inh nuclear GR-EGFP: -0.4; Dynein cargo inh cell count: 0.4; Autophagy mod: i; Autophagy mod cell loss 18 h: 6; M17LAP inhibition: 0%; bCat nuc transl: -0.2; bCat nuc transl cell count 5 µM: 1598; MT stabilizer: 4.2; MT stabilizer Hoechst-high %: 3.7; MT stabilizer cytotoxicity %: 9.4; P. falciparum M1AAP: 13%; T cell modulator: i; T cell modulator vesicle-bound %: 29; Yfh1-depleted yeast: i
